# Screens as filed in PubChem BioAssay.
# AGP1-GFP MLPCN = alters AGP1-GFP fluorescence in TOR pathway yeast screen; S. cerevisiae AGP1-GFP multiplex flow cytometry, 3 h; GFP as percent of DMSO wells; GFP response vs DMSO, % at 10 µM; 320,000 compounds, 0.02% hits;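 active = GFP response relative to DMSO above a set limit, near screen average plus 3 SD, cut at about 150% in these data; inconclusive = fewer than 70 cells counted for the yeast strain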;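 also: median GFP channel fluorescence of the gated AGP1 strain per well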
# LAP4 TOR yeast = modulators of TOR pathway LAP4-GFP in S. cerevisiae | GFP response vs DMSO, % at 10 µM | 320,000 compounds, 0.34% hits | AID 2023 | S. cerevisiae LAP4-GFP multiplex, flow cytometry GFP, 3 h; median GFP as percent of DMSO wells;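 active = GFP response vs DMSO above a set limit, about the screen mean plus 3 SD, cut at about 150% in these data; inconclusive = under 70 cell events counted for the yeast strain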
# AHR act = activators of human aryl hydrocarbon receptor. P35869. AHR-responsive luciferase reporter cells, luminescence. activation, % at 5 µM. 320,000 compounds, 2.5% hits; in the data active = activation above about 47%;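 also: 0% = vehicle wells and 100% = reference agonist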
# Target sequence (P35869 whole entry, looked up): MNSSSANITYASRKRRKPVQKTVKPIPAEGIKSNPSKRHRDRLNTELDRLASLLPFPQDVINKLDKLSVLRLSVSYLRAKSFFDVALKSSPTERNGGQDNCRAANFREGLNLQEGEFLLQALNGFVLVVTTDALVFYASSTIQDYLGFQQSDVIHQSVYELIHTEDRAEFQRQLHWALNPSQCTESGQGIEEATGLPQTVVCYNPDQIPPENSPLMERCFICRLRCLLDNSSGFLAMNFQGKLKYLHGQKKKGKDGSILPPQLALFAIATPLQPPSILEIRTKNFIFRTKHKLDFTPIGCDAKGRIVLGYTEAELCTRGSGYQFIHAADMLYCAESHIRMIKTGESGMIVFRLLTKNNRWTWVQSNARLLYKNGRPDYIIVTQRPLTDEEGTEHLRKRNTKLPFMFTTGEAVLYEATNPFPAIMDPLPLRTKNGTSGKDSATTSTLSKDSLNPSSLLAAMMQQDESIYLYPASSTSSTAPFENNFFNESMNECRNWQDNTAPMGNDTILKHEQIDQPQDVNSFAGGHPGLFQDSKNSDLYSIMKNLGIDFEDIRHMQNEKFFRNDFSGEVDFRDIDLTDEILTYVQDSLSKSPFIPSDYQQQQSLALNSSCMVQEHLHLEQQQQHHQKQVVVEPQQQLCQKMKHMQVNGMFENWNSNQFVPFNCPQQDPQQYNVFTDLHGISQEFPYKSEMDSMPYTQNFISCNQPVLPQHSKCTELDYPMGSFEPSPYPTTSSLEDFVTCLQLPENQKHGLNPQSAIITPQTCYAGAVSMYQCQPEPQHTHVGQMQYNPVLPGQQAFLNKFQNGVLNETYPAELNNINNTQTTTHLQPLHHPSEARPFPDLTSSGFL
# CIT2-GFP yeast = yeast TOR pathway CIT2-GFP modulation; S. cerevisiae CIT2-GFP strain, flow cytometry, 3 h; 100 means same as DMSO wells; GFP response vs DMSO, % at 10 µM; 320,000 compounds, 0.065% hits; AID 2029;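 active = GFP response relative to DMSO above a set limit, near the screen mean plus 3 SD, cut at about 150% in these data; inconclusive = Fewer than 70 cells measured for a yeast strain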;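 also: ratio of well median GFP fluorescence to mean of DMSO wells on the plate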
# MEP2 TOR yeast = alters MEP2-GFP fluorescence in TOR pathway yeast screen | S. cerevisiae MEP2-GFP strain, flow cytometry GFP, 3 h; 100% = DMSO control level | GFP response vs DMSO, % at 10 µM | 330,000 compounds, 0.51% hits;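 active = GFP response versus DMSO above a set limit, roughly screen mean plus 3 SD, cut at about 180% in these data; inconclusive = fewer than 70 cells counted for a yeast strain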;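 also: median GFP fluorescence of the barcode-gated MEP2-GFP cells per well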
# Yeast superoxide = caloric restriction mimetics inhibiting age-related superoxide in yeast; S. cerevisiae aged cells, superoxide DHE fluorescence; stronger effect = lower value; superoxide response (% of plate mean), % at 10 µM; 330,000 compounds, 0.18% hits; AID 2690;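 active = superoxide response under a set limit, about three screen SD below normal, cut at about 65% in these data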;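 also: yeast aged for seven days with compound at 30 °C before DHE staining; 100% = average MFI of all compound-treated wells on the plate with controls excluded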
# RPL19A-GFP yeast = alters RPL19A-GFP fluorescence in TOR pathway yeast screen; percent response vs DMSO, % at 10 µM; S. cerevisiae RPL19A-GFP strain, flow cytometry, 3 h; stronger effect = lower value; 330,000 compounds, 0.3% hits; AID 2025;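 active = percent response vs DMSO below 50%; inconclusive = fewer than 70 events counted for the yeast strain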;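 also: median channel GFP fluorescence of the barcoded RPL19A-GFP strain; ratio of sample median GFP to plate DMSO average so 100% = DMSO; lower means less RPL19A-GFP as with rapamycin TOR inhibition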
# Efflux pump mplx = inhibitors of Candida antifungal efflux pumps expressed in yeast; inhibition, % at 10 µM; 330,000 compounds, 0.44% hits; S. cerevisiae Candida pump triplex, Nile Red efflux;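 active = plate passing quality check with inhibition over a set limit, or well fluorescence over plate mean plus 4 SD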;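 also: Nile Red retained in pooled yeast measured as flow cytometry median fluorescence; 0% = buffer negative control and 100% = Enniatin B positive control; higher means more Nile Red kept so more efflux inhibition; some compounds called inactive have numbers as strong as hits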
# * hit, by the source's call; ? = inconclusive; . = not tested or not shown; [ ] = remark or other dose. Hits appear at their usual frequency; any-hit rate near 3.9%.
canonical_smiles,MEP2 TOR yeast,AGP1-GFP MLPCN,Efflux pump mplx,LAP4 TOR yeast,Yeast superoxide,RPL19A-GFP yeast,CIT2-GFP yeast,AHR act
O=C(O)CCC(=O)Nc1cccc(C(=O)Nc2cccc(Cl)c2)c1,92,96,0.0,92,97,93,100,2
S=c1[nH]nc(-c2cccnc2)n1/N=C/C=C/c1ccccc1,108,101,-0.2,93,113,106,104,4
CCn1c(SCC(=O)Nc2ccc3c(c2)OCCO3)nc2c(c1=O)SC(C)C2 (configuration not stated),100,102,0.0,97,91,95,99,13
C[C@H](CO)N1C[C@H](C)[C@@H](CN(C)S(=O)(=O)c2cccs2)Oc2c(NC(=O)Nc3ccccc3)cccc2C1=O,100,90,-0.1,86,93,100,99,0
COc1ccc(C(=O)NC(C)Cc2cnccn2)cc1OC1CCN(C(C)C)CC1 (configuration not stated),96[may fluoresce green],102[may fluoresce green],-0.8,93[may fluoresce green],104,100[may fluoresce green],100[may fluoresce green],0
COc1ccc(S(=O)(=O)NC(C)C)cc1C(=O)NC1CCCCC1,104,111,-0.2,100,101,107,115,10
CCOc1cnc(-c2c(-c3c(F)cccc3Cl)noc2C)o1,94,93,-0.3,90,100,86,83,0
CCOc1ccc(NC(=O)NNC(=O)c2ccc(CC)s2)cc1,89,92,0.1,103,105,94,87,2
O=C(NCCCn1ccnc1)Nc1cccc(Cl)c1,95,101,-0.3,88,95,94,105,60*
Cc1ccc(SCCc2ccc(C)nc2)cc1,104,109,0.1,105,82,110,108,-2
CC(C)CN(C(=O)c1ccc2c(c1)OCCO2)c1c(N)n(Cc2ccccc2)c(=O)[nH]c1=O,98,108,0.1,127,120,79,95,2
CC1CCCCC1NS(=O)(=O)c1ccc(-n2cnnn2)cc1 (configuration not stated),96,105,-0.1,99,96,96,100,-1
CCN(CC)CCCNC(=O)CN1N=C(c2ccc(OC)cc2)CCC1=O,98,106,-0.1,101,104,104,102,2
Cc1ccc(S(=O)(=O)c2ncccc2N)cc1,102,107,-0.1,87,89,104,99,0
O=c1[nH]c(=O)n(C2OC(CO)C(O)C2O)cc1Br (configuration not stated),102,101,0.1,95,90,100,103,-2
CCn1cc2nc(SCC(=O)Nc3ccc(F)cc3F)n(Cc3ccccc3)c(=O)c2n1,110,93,0.0,94,91,96,103,0
C/C=C/c1cc(OC)c2c(c1)[C@H](C)[C@@H](c1ccc(O)c(OC)c1)O2,106,96,0.1,106,105,97,98,2
Cc1ccc(NC(=O)CNCc2ccccn2)cc1S(=O)(=O)N(C)C,100,100,0.0,96,100,98,96,3
O=c1[nH]c2ccccc2c(O)c1-c1cc2ccccc2oc1=O,97,95,-0.1,110,92,93,81,30
NS(=O)(=O)c1ccc(NC(=O)c2ccc(OCC3CCCO3)cc2)cc1 (configuration not stated),103,101,-0.2,89,82,105,112,1
O=C(CCc1nc(-c2ccccc2F)no1)NC1CCCCCC1,100,101,0.3,97,95,101,100,19
CN(C(=O)COC(=O)c1cccc(S(=O)(=O)N2CCCCC2)c1)C1CCS(=O)(=O)C1 (configuration not stated),101,106,-0.1,95,96,98,105,-1
CCN(CC)C(=O)C1CCCN(Cc2ccc(F)c(F)c2)C1 (configuration not stated),102,104,-0.1,106,98,102,111,1
Cc1ccc(C(=O)O)cc1N1C(=O)c2cccc3cc(Br)cc(c23)C1=O,89,.,-0.1,100,97,86,82,0
COc1ccc(Cl)cc1NC(=O)CN(C)C(=O)c1ccc2c(c1)OCCO2,101,107,-0.1,110,99,100,104,13
COc1ccc(C(=O)Nc2ccc(N3CCN(C)CC3)cc2)cc1OC,92,101,0.0,97,112,96,94,6
Cc1cc(=O)n2nc(N3CCCC(C(=O)NCc4ccccc4Cl)C3)sc2n1 (configuration not stated),95,100,-0.2,89,105,99,100,1
Cc1nnc(-c2cnn(-c3ccccc3)c2N)n1Cc1ccncc1,106,110,0.0,102,104,106,114,27
CN(C)c1nc(NS(=O)(=O)c2ccc(Cl)cc2)nc(N(C)C)n1,106,102,0.0,99,95,100,94,3
O=C(COc1ccccc1-c1ccccc1)N/N=C/c1ccc2ccccc2c1,99,97,0.2,101,94,101,83,1
CN(C(=O)c1ccccc1)c1ccc(OCC(=O)NC2CCS(=O)(=O)C2)cc1 (configuration not stated),102,100,0.0,101,115,101,97,0
COc1cccc(CN2CCN(S(=O)(=O)c3ccc(Cl)s3)CC2)c1,100,93,0.1,91,101,104,91,6
COc1cccc(C(=O)N2CCCC(c3nc(-c4cccs4)no3)C2)c1 (configuration not stated),94,86,-5.7,98,99,93,93,-1
COC(=O)C1=C(C)N(Cc2ccco2)C(=O)N[C@H]1c1ccccc1,86,85,0.0,99,109,96,99,1
O=C(CCC(=O)NNc1nc2ccccc2c2nc(-c3ccccc3)nn12)NCCCN1CCOCC1,99,101,0.1,98,208,102,98,84*
Cc1ccc(SCCN)cc1C,107,107,-0.1,103,86,109,105,4
COc1cc(C(=O)OCC(=O)N(C)c2ccccc2)cc(OC)c1OC,111,103,0.3,92,113,106,106,1
Cc1cc(OCC(=O)Nc2ccncc2)ccc1Br,100,93,0.8,99,103,103,96,5
CC1CCN(C(=O)c2ccc3c(c2)OCCO3)CC1,104,100,0.0,100,114,99,99,-1
O=[N+]([O-])c1cccc(-c2nc(-c3ccccc3)c(-c3cccs3)[nH]2)c1,105,100,-0.2,96,92,100,105,24
COc1ccc(-n2nc([N+](=O)[O-])c(=NCCc3ccccc3)n2O)cc1,103,101,-0.2,97,95,99,93,26
O=S(=O)(NC1CCCCC1N1CCCCC1)c1ccc(Cl)cc1 (configuration not stated),105,95,0.1,100,105,95,100,-1
Cc1cc(C(=O)OCCO)c(C#N)c(N)n1,105,85,0.1,99,103,101,106,3
Cc1ccc(NC(=O)N(C2=NCC(C)S2)c2ccccc2)cc1 (configuration not stated),120,90,-0.1,109,77,98,92,6
O=C(Cc1ccc(Cl)cc1)Nc1ccc(Br)cc1,100,99,-0.1,106,110,103,95,24
O=C(NC1CCCCC1)c1ccc(Cn2cc(Cl)cn2)cc1,102,99,-0.1,102,102,99,108,8
CC(=O)Nc1ccc(S(=O)(=O)NCC(=O)OCC(=O)N2CC(C)OC(C)C2)cc1 (configuration not stated),99,100,0.1,100,101,97,88,1
COc1ccc2[nH]cc(C(=O)CN3CCC(C)CC3)c2c1,106,100,8.2*,105,108,101,98,33
CCOc1cc(-c2c(C)c(CC)nc(N)c2C#N)ccc1O,93,98,0.1,97,99,93,99,16
O=C(OCCCOC(=O)c1ccc([N+](=O)[O-])o1)c1ccc([N+](=O)[O-])o1,93,96,0.0,112,109,97,94,2
COc1ccccc1N1CCN(CC(=O)NC(=O)NCc2ccco2)CC1,99,91,0.0,86,89,100,92,-4
Cn1cccc1C(=O)OCC(=O)N1CC(=O)Nc2ccccc21,113,99,0.0,104,101,98,92,1
CCn1c(C(=O)N2CCC(C(=O)NCc3ccc(OC)cc3)CC2)cc2sccc21,91,100,-0.1,91,86,97,104,1
O=C(O)c1ccc(NS(=O)(=O)c2cccc(S(=O)(=O)c3ccc(Cl)c(Cl)c3)c2)cc1,102,99,0.4,94,101,100,97,0
CCOc1cc(/C=C(/C#N)c2nc3ccccc3[nH]2)ccc1OCc1ccc(C(=O)O)o1,115,105,-0.1,103,94,102,99,16
CN(C)CCCOC(=O)c1sc2ccccc2c1Cl,117,99,0.0,111,93,95,102,0
Cc1ccc(NC(=O)Cn2nnc(C(=O)NCc3cccs3)c2N)cc1,88,99,-0.1,90,109,93,100,5
CCC(C(=O)OC)n1cnc2c(nnn2-c2cccc(OC)c2)c1=O (configuration not stated),113,111,0.1,113,100,106,115,1
CCCCN(C(=O)C1CCCC1)c1c(N)n(Cc2ccccc2)c(=O)[nH]c1=O,103,97,-0.2,94,103,97,111,-1
O=C(Nc1ccccc1)N1CCCC1c1cccs1 (configuration not stated),105,106,-0.1,110,94,96,103,0

# Later entries.
canonical_smiles,MEP2 TOR yeast,AGP1-GFP MLPCN,Efflux pump mplx,LAP4 TOR yeast,Yeast superoxide,RPL19A-GFP yeast,CIT2-GFP yeast,AHR act
COc1cc2ccccc2cc1C(=O)Nc1nccs1,104,93,-0.5,110,101,93,96,57*
Cc1occc1C(=O)NC(C)c1ccc2c(c1)OCO2 (configuration not stated),101,97,0.2,106,90,96,99,0
Cc1ccc(-n2nc3ccc(N)cc3n2)cc1,112,28,0.0,103,103,99,86,88*
O=C(CCCn1nnc2ccccc2c1=O)N[C@@H](Cc1ccccc1)C(=O)O,110,104,0.3,104,100,102,100,-1
CCOc1ccccc1CNc1nnnn1C,97,103,-0.1,96,97,104,105,-1
COc1ccccc1CC1CC(=O)N(c2ccccc2)C1=O (configuration not stated),105,75,0.0,90,96,102,85,-8
COc1ccc(CN(C)C(=O)c2cccc(S(=O)(=O)N3CCN(c4ccccc4)CC3)c2)c(OC)c1OC,104,105,0.0,109,114,97,98,-1
Cc1ccc(Cl)cc1NC(=O)CCS(=O)(=O)c1cccc2nonc12,107,91,0.4,93,101,90,100,-2
O=c1[nH][nH]c(C(F)(F)F)c1C=NCc1cccc(Cl)c1,104,98,-0.1,95,104,98,104,0
COC(=O)c1cc(S(=O)(=O)NCCc2ccc(Cl)cc2)c[nH]1,108,104,-0.3,108,107,103,99,0
Cc1nn(Cc2ccc(Cl)cc2)c(C)c1NC(=O)c1noc2c1CCc1ccccc1-2,104,104,-0.1,107,96,101,99,-4
COc1ccc(/C=N/n2cc(-c3ccc(OC)cc3)nc2N)cc1,109,99,-0.4,133,96,97,102,11
O=C(Cn1c(C(=O)NCC2CCCO2)cc2sccc21)c1ccccc1 (configuration not stated),104,109,0.2,103,108,102,108,-1
COC(=O)c1ccccc1NC(=S)N(Cc1ccc2c(c1)OCO2)Cc1cc2ccc(OC)cc2[nH]c1=O,72[may fluoresce red],?,6.4*,82[may fluoresce red],112,?,109[may fluoresce red],21
CNC(=S)N(CCc1ccc(OC)c(OC)c1)Cc1cc2c(C)cc(C)cc2[nH]c1=O,93,93,0.0,85,103,98,95,6
Cc1c(C(=O)N(Cc2ccc(N(C)C)cc2)C2CCS(=O)(=O)C2)oc2ccccc12 (configuration not stated),90,108,-0.1,98,110,94,98,9
CN(C)c1ccc(C(CNC(=O)c2ccccc2Br)c2c[nH]c3ccccc23)cc1 (configuration not stated),100,97,0.3,94,88,97,96,15
COCCn1c(SCC(=O)NCCc2ccccc2)nnc1-c1ccco1,101,101,0.0,96,84,100,102,-3
CCOc1ccc(NC(=O)COC(=O)CCS(=O)(=O)c2ccc(C)cc2)cc1,98,95,0.0,90,80,102,105,3
Cc1ccc(NC(=S)N2CCN(c3ncccn3)CC2)cc1C,101,93,0.0,108,104,100,90,0
Cc1cc(C(=O)N2CCCC(CO)(Cc3ccc(F)cc3)C2)c(C)o1 (configuration not stated),103,104,0.0,105,99,105,105,0
CCOC(=O)C1=C(COC(=O)CNC(=O)c2cccc(C)c2)NC(=O)NC1C (configuration not stated),89,100,0.0,100,104,102,105,0
Cc1ccc(NC(=O)Cn2cnc3ccccc32)cc1C,95,.,0.1,91,108,92,97,4
